Bioassay records (PubChem BioAssay)
Myeloid diff MLP – promotes myeloid progenitor differentiation. 360,000 tested, 1% active. calls only at 10 µM. ER-HoxA9 myeloid progenitors, lysozyme-GFP differentiation, flow cytometry;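 active = normalized GFP-positive differentiation at or above the plate's own cutoff, the solvent-only control mean plus 3 SD; inconclusive = no clear call, values can overlap the other calls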;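 note: cells exposed to compound for four days before flow analysis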
LYP phosphatase – PTPN22 lymphoid phosphatase activity blockers – biochemical, fluorescence intensity, uHTS (AID 1779) | recombinant LYP phosphatase, fluorescence intensity; higher % means a stronger effect | one-dose inhibition, % at 11.5 µM; IC50 in µM for titrated hits | 290,000 tested, 0.054% active;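 note: plate controls were vehicle with enzyme for no effect and no enzyme for full effect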
HIV fusion peptide – inhibitors of HIV fusion peptide binding, primary screen, biochemical, uHTS, fluorescence dequenching (AID 1986). cell-free peptide binding, fluorescence dequenching, 30 min; higher % means a stronger effect. inhibition, % at 20 µM; hits with a dose series show IC50 in µM. 290,000 tested, 0.3% active; in the data active = inhibition mostly above about 52%, no sharp cut-off; inactive = mostly below about 76%; note: some results filed as inactive read as strong as hits
Salmonella PhoP GFP – inhibitors of PhoP regulon expression, primary screen, Salmonella Typhimurium, GFP reporter (AID 1863); S. Typhimurium PhoP-regulated promoter GFP reporter, 4 h; higher % means a stronger effect; inhibition, % at 50 µM, or IC50 in µM where a hit was titrated; 300,000 tested, 0.16% active;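 active = inhibition over 29.93%, a cutoff 3 SD above the screen mean, later confirmed by dose response; inconclusive = inhibition over 29.93% but no dose response follow-up; inactive = inhibition at most 29.93% or unconfirmed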;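 note: 0% = low Mg2+ inducing control and 100% = high Mg2+ repressing control; strong numbers were not always called active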
Siah-1 displacement – blockers of Siah-1 interaction with plectin peptide – biochemical, fluorescence polarization, rhodamine-plectin, uHTS, primary screen (AID 1817); displacement, % at 20 µM; hits with a dose series show IC50 in µM; Siah-1 / rhodamine-plectin peptide fluorescence polarization; higher % means a stronger effect; 290,000 tested, 0.02% active;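 active = displacement of at least 50% at 20 µM, with a fluorescence ratio check between 0.3 and a set limit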;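 note: plate controls were Siah plus tracer with DMSO for no effect and tracer alone without Siah for full effect; strong numbers were not always called active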
NOD2 inhibition – NOD2 signaling inhibitors, cell-based, luminescence, uHTS, HEK293 (AID 1566); HEK293 NOD2/NF-kB luciferase reporter, luminescence; higher % means a stronger effect; inhibition, % at 4 µM; hits with a dose series show EC50 in µM; 290,000 tested, 0.63% active; note: many of its hits are not listed in these tables
NOD1 NF-kB reporter – NOD1 signaling inhibitors, primary screen, cell-based, luminescence, uHTS (AID 1578) | 290,000 tested, 1% active | NOD1-driven NF-kB luciferase reporter cells, luminescence; higher % means a stronger effect | inhibition, % at 4 µM; hits with a dose series show EC50 in µM; in the data active = inhibition mostly above about 36%, no sharp cut-off; inactive = mostly below about 34%;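 note: HEK-293T reporter cells stimulated with the NOD1 agonist gamma-tri-DAP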
KOR beta-arrestin-1 – KOR antagonists, beta-arrestin recruitment, cell-based, luminescence, uHTS (AID 1778). KOR beta-arrestin recruitment, luminescence, antagonist mode; higher % means a stronger effect. inhibition, % at 10 µM; hits with a dose series show IC50 in µM. 290,000 tested, 0.091% active; note: strong numbers were not always called active
KOR beta-arrestin-2 – KOR agonists, beta-arrestin recruitment, primary screen, cell-based, luminescence, uHTS (AID 1777); KOR beta-arrestin recruitment, luminescence; higher % means a stronger effect; activation, % at 10 µM; hits with a dose series show EC50 in µM; 280,000 tested, 0.02% active; in the data active = activation above about 50%, passing the limit was not always enough; note: a part of the inactive calls stands beside numbers as strong as those of hits
Myeloid diff MLP GFP+ MAC1+ % – also measured in Myeloid diff MLP; calls as there; GFP+ MAC1+ double positive, %; measured here: differentiation confirmed by MAC1 staining
* = called active by the depositor; i = inactive; ? = inconclusive; . = not tested or not shown; [ ] = remark or other dose. Cut-off read from the data, not from the text of the source, unless noted: active = inhibition above about 50%; inactive = the rest. An excerpt, so the mix of outcomes need not match the whole.

compound | Myeloid diff MLP GFP+ MAC1+ % | KOR beta-arrestin-1 | Siah-1 displacement | KOR beta-arrestin-2 | LYP phosphatase | NOD1 NF-kB reporter | Myeloid diff MLP | HIV fusion peptide | NOD2 inhibition | Salmonella PhoP GFP
CCOC(=O)CSc1nnc(Cn2nnc(-c3ccccc3)n2)n1C | 0.4 | -30% | -3% | 1.7% | -8% | -19% | i | 1.4% | 7% | 17%
Cc1ccc(S(=O)(=O)N2CCN(C(=O)CCn3nc(C)c(C)c3C)CC2)cc1C | 0.6 | 2% | -1% | -0.8% | -8% | -12% | i | -0.6% | -10% | 2%
Cc1c(-c2csc(N)n2)cnn1C | 0.8 | -8% | 23% | -3.3% | -1% | -25% | i | 1.6% | -2% | 5%
Cc1oc2cc([N+](=O)[O-])c(O)c([N+](=O)[O-])c2c1C(=O)c1ccc(Cl)cc1 | 0.7 | -29% | 13% | 6.4% | 4% | -4% | i | 20% | 10% | 3%
O=C(O)CC1(c2ccccc2)C(=O)c2ccccc2C1=O | 0.5 | -11% | -2% | 7.5% | -9% | 4% | i | 0.3% | -5% | -6%
O=C1/C(=C/c2cccnc2)SC(=S)N1NS(=O)(=O)c1ccccc1 | 0.7 | -8% | 12% | 0.0% | 0% | -3% | i | -1.1% | 0% | 4%
COc1ccc(CNc2ncc(-c3cccc([N+](=O)[O-])c3)n2C)c(OC)c1OC | 0.7 | -15%[20 µM] | 5% | 0.9% | -10% | -16% | i | -0.7% | 2% | -6%
CCOc1ccc(N2C(=O)C3C(C2=O)C3(c2ccccc2)c2ccccc2)cc1 (stereo not drawn) | 0.9 | -12% | 8% | 2.1% | 17% | -36% | i | 1.8% | 19% | 4%
Cc1cc(C(=O)COC(=O)CC2Sc3ccccc3NC2=O)c(C)n1-c1ccccc1 (stereo not drawn) | 0.3 | 21% | 0% | -2.2% | -9% | -16% | i | 4.1% | -6% | 7%
CN(C)n1cccc1/C=C(\C#N)S(=O)(=O)c1ccc(Cl)cc1 | 0.2 | 8% | -3% | 2.0% | -2% | 8% | i | -1.6% | 14% | -1%
O=C(NCCc1ccccc1)/C(=C\c1ccc([N+](=O)[O-])cc1)NC(=O)c1ccccc1 | 0.5 | -7% | 2% | 2.5% | 0% | -38% | i | 0.0% | -14% | -4%
COCC(C)N=Cc1c(O)[nH]c2ccccc12 (stereo not drawn) | 1.1 | -25% | -6% | -5.6% | -1% | -2% | i | -1.7% | 2% | 25%
COc1ccc(NC(=O)C2CCN(C(=O)Nc3ccc(C)cc3)CC2)cc1OC | 0.6 | 0% | 1% | -0.7% | -8% | 5% | i | -0.1% | 6% | -1%
Cc1ccccc1C(=O)N1CCN(c2ccc(NC(=O)CSc3ccc(Cl)cc3)cc2)CC1 | 0.6 | 1% | -2% | -3.2% | -5% | 57% | i | -2.4% | 30% | -8%
COc1ccc(C2=NN3C(C2)c2ccccc2OC32C(=O)N(C)c3ccccc32)cc1 (stereo not drawn) | 0.5 | -15% | 3% | -1.5% | 7% | -37% | i | 0.7% | -24% | -4%
COc1cccc(CNS(=O)(=O)c2ccc(S(=O)(=O)NC3CC3)cc2)c1 | 1.0 | 24% | 4% | -2.7% | -6% | -7% | i | 1.2% | -2% | -3%
Cc1cccc2c3nc4ccccc4nc3n(C)c12 | 0.8 | -20% | 16% | -2.7% | -7% | -7% | i | 59% | -21% | -5%
O=S(=O)(/N=C(/Nc1ccccc1)c1ccccc1)c1cccs1 | 0.4 | -2% | 4% | -2.8% | -10% | -10% | i | 0.4% | 15% | 13%
Clc1ccc(Oc2cnns2)cc1Cl | 1.1 | 6% | 6% | -4.5% | -1% | 2% | i | 2.8% | 1% | 5%
N#CCCCN1C(=O)C(O)(CC(=O)c2ccc3c(c2)OCCO3)c2ccccc21 (stereo not drawn) | 1.3 | -10% | 1% | -4.4% | -4% | -10% | i | -0.5% | 20% | 0%
CCCCn1c(O)c(/C=C2\C=NN=C2c2ccccc2)sc1=S | 0.8 | 16% | 2% | -2.4% | 8% | 46% | i | 3.0% | 0% | 19%
COc1ccc(Cl)cc1-c1nc(N)nc(NC2CCCCC2)n1 | 0.5 | 3% | -2% | -1.3% | 58%* | -7% | i | -0.1% | 6% | -2%
CCOC(=O)c1cc(CC)sc1NC(=O)c1ccc([N+](=O)[O-])c(N2CCOCC2)c1 | 0.4 | -24% | -1% | 1.9% | -3% | 37% | i | -0.6% | 42% | -13%
O=C(CN1CCN(c2cccc(Cl)c2)CC1)NCc1ccccc1 | 0.5 | 9% | 0% | 1.4% | -8% | -21% | i | -2.3% | -15% | 6%
C=C(C)C1CC=C(C)/C(=N/NC(=O)COc2ccc(Cl)cc2)C1 (stereo not drawn) | 1.0 | 40% | 1% | 4.5% | 4% | -48% | i | -0.8% | -12% | -1%
O=C(COC(=O)C1CC(=O)N(Cc2ccccc2)C1)Nc1ccc(Cl)cc1F (stereo not drawn) | 0.8 | 5% | -1% | -9.0% | -7% | -24% | i | -0.1% | -5% | -4%
COc1ccccc1-c1nnc(SCC(=O)O)n1C | 0.4 | 6% | 0% | -2.2% | 2% | -10% | i | 3.9% | 19% | -7%
CC(C)(C)c1ccc(Oc2ccc(NC(=O)C3CC=CCC3C(=O)O)cc2)cc1 (stereo not drawn) | 0.5 | -37% | -6% | 3.9% | 17% | 0% | i | 29% | -11% | -3%
Cc1ccccc1S(=O)(=O)Cc1ccc(C(=O)NC2CCCCC2C)o1 (stereo not drawn) | 1.0 | -43% | 1% | 0.9% | -10% | 6% | i | 2.9% | -4% | -7%
COc1ccc(S(=O)(=O)N2CCOCC2)cc1NC(=O)CCc1nc2ccccc2c(=O)[nH]1 | 1.0 | 4% | -4% | 8.9% | -8% | -15% | i | 1.5% | 15% | -4%
Cc1ccc(Cn2ccsc2=NC(=O)CCl)cc1 | . | -2% | -5% | 2.8% | -7% | . | ? | -1.3% | . | 6%
COc1ccc(/C=N/NC(=O)CNC(=O)c2ccc(S(=O)(=O)N3CCOCC3)cc2)cc1OC | 1.7 | -52% | -3% | 2.1% | -5% | -2% | i | -0.3% | 8% | -9%
C=CCc1ccccc1OCC(O)CN1CCN(C(=O)OCC)CC1 (stereo not drawn) | 0.8 | -16% | 1% | -1.1% | -6% | -13% | i | -2.1% | 2% | -3%
O=C1CCN1C1(C(=O)NC2CCCCC2)CCCC1 | 0.3 | 0% | 7% | 0.2% | -4% | -16% | i | -1.7% | 10% | 5%
CCOc1cc(-c2nc(-c3ccc(OC)cc3)no2)cc(OCC)c1OCC | 0.9 | -6% | -1% | 15% | -6% | -49% | i | 0.6% | -1% | 10%
O=[N+]([O-])c1ccc(-c2c(O)c3ccccc3c3nc4ccccc4nc23)cc1 | 0.2 | -90% | 2% | -2.8% | -5% | 88%* | i | -4.2% | 59%* | -9%
CCCC(c1nnnn1Cc1cccs1)N1CCN(C2CCCC2)CC1 (stereo not drawn) | 0.3 | 9% | 3% | 2.9% | -1% | -50% | i | 0.9% | -28% | -11%
c1coc(-c2nnc3sc(C4CCCCC4)nn23)c1 | 0.7 | -9% | -4% | 9.6% | 12% | 0% | i | 1.2% | 21% | 1%
C=CCNC(=S)N1CCN(CCN=CC2=C(O)CC(c3ccc(Cl)cc3)CC2=O)CC1 (stereo not drawn) | 0.4 | -6% | 0% | -5.3% | -2% | -20% | i | -1.3% | 19% | -7%
Cc1occc(=O)c1OC(=O)Nc1ccccc1 | 0.6 | -4% | -3% | 0.6% | 0% | -18% | i | 1.4% | 4% | 9%
CCCCN(CC)CCCNC(=O)c1ccc2c(c1)N(CC)C(=O)c1ccccc1S2(=O)=O | 0.4 | 24% | 2% | -5.2% | -4% | 0% | i | -1.1% | 8% | 4%
CCOc1ccc(C(c2c(C)[nH][nH]c2=O)c2c(C)[nH][nH]c2=O)cc1OC | 0.2 | -12% | 2% | 3.3% | -5% | 9% | i | -2.8% | 15% | 8%
O=C(COC(=O)c1ccc(Cl)nc1)NCc1cccs1 | 1.1 | -6% | -3% | 3.0% | -3% | -41% | i | -0.1% | -16% | 2%
COc1ccc(C(=O)OCC(=O)N2CCCCC2)cc1[N+](=O)[O-] | 0.4 | 9% | -1% | -2.9% | 0% | -15% | i | -0.4% | 0% | 5%
O=C(O)/C=C/c1nc(-c2ccccc2)n2ccccc12 | 0.4 | -40% | -8% | -0.8% | -8% | 33% | i | 26% | -1% | 4%
COc1ccc2nc(NC(=O)c3ccccc3C(=O)O)sc2c1 | 0.7 | -49% | -1% | 1.6% | -4% | -2% | i | 1.6% | -6% | -8%
CCOCCCNC(=S)N1CCCN(c2nc3cc(C)cc(C)c3cc2C#N)CC1 | 0.5 | -30%[20 µM] | 2% | . | -4% | -37% | i | -0.1% | 0% | -1%
CCOC(=O)C1=C(C)OC(N)=C(C#N)C1c1cc2c(cc1[N+](=O)[O-])OCO2 (stereo not drawn) | 0.9 | 6% | 6% | 0.6% | -14% | -7% | i | 22% | 0% | -4%

Quoted from the results shown, 7 compounds:
compound | Myeloid diff MLP GFP+ MAC1+ % | KOR beta-arrestin-1 | Siah-1 displacement | KOR beta-arrestin-2 | LYP phosphatase | NOD1 NF-kB reporter | Myeloid diff MLP | HIV fusion peptide | NOD2 inhibition | Salmonella PhoP GFP
CCOc1ccc(C(c2c(C)[nH][nH]c2=O)c2c(C)[nH][nH]c2=O)cc1OC | 0.2 | -12% | 2% | 3.3% | -5% | 9% | i | -2.8% | 15% | 8%
O=C(COC(=O)c1ccc(Cl)nc1)NCc1cccs1 | 1.1 | -6% | -3% | 3.0% | -3% | -41% | i | -0.1% | -16% | 2%
COc1ccc(C(=O)OCC(=O)N2CCCCC2)cc1[N+](=O)[O-] | 0.4 | 9% | -1% | -2.9% | 0% | -15% | i | -0.4% | 0% | 5%
O=C(O)/C=C/c1nc(-c2ccccc2)n2ccccc12 | 0.4 | -40% | -8% | -0.8% | -8% | 33% | i | 26% | -1% | 4%
COc1ccc2nc(NC(=O)c3ccccc3C(=O)O)sc2c1 | 0.7 | -49% | -1% | 1.6% | -4% | -2% | i | 1.6% | -6% | -8%
CCOCCCNC(=S)N1CCCN(c2nc3cc(C)cc(C)c3cc2C#N)CC1 | 0.5 | -30%[20 µM] | 2% | . | -4% | -37% | i | -0.1% | 0% | -1%
CCOC(=O)C1=C(C)OC(N)=C(C#N)C1c1cc2c(cc1[N+](=O)[O-])OCO2 (stereo not drawn) | 0.9 | 6% | 6% | 0.6% | -14% | -7% | i | 22% | 0% | -4%
